Source: PubChem (The Scripps Research Institute Molecular Screening Center)
ZTA DNA inh – blocks Epstein-Barr virus ZTA, an EBNA-1 counter-screen. ZTA-DNA binding, fluorescence polarization. inhibition, % at 11 µM. 0.15% of 320,000 active; in the data active = inhibition above about 33%
PAFAH1B3 inh – inhibitors of human PAFAH1B3; Q15102; recombinant PAFAH1B3, FP-rhodamine probe, fluorescence polarization; inhibition, % at 3.39 µM; 0.28% of 340,000 active; AID 492972;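 active = inhibition above the screen-wide average of all tested compounds plus 3 SD, cut at about 25% in these data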;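 also: 0% = enzyme with DMSO only and 100% = wells lacking PAFAH1B3 protein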
PREPL inh – inhibits the human prolyl oligopeptidase-like enzyme | Q4J6C6 | recombinant PREPL, fluorescence polarization activity-based probe | inhibition, % at 5.96 µM | 0.68% of 320,000 active | AID 2751; in the data active = inhibition above about 43%;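 also: 0% = enzyme with DMSO and 100% = wells lacking enzyme; many of its hits are not listed in these tables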
pPAFAH inh – inhibitors of human plasma PAF acetylhydrolase (pPAFAH); Q13093; recombinant pPAFAH, FP-rhodamine probe fluorescence polarization; inhibition, % at 3.39 µM; 1.5% of 330,000 active;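 active = inhibition above the mean inhibition across the screen plus 3 SD, cut at about 25% in these data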;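 also: inhibitors block binding of the rhodamine activity-based probe so polarization drops; 0% = enzyme with DMSO and 100% = wells lacking pPAFAH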
Target sequence (Q13093 whole entry, looked up): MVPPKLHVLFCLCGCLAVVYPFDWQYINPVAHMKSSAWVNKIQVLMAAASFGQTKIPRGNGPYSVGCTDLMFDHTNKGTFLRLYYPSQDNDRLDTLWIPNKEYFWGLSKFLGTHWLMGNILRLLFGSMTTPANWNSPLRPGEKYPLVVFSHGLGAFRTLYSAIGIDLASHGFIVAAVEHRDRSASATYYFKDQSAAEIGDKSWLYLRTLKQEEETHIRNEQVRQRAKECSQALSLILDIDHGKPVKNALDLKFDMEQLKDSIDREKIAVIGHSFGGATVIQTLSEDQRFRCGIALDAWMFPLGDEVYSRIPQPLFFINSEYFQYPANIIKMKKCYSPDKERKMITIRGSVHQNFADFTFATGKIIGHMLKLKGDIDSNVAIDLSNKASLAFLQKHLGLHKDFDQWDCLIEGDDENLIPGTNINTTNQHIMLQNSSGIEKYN
PAFAH2 inh – inhibitors of human PAFAH2 | 0.99% of 340,000 active | Q99487 | recombinant PAFAH2, FP-rhodamine activity probe, fluorescence polarization | inhibition, % at 3.39 µM;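 active = inhibition above the mean over all tested compounds plus 3 SD, cut at about 30% in these data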;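 also: inhibitors block probe labeling of enzyme so polarization drops; 0% = enzyme with DMSO and 100% = wells lacking PAFAH2 protein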
EBNA-1 inh – blocks EBNA-1 binding to DNA; inhibition, % at 14.8 µM; 0.34% of 300,000 active; EBNA-1 DNA binding, fluorescence polarization; in the data active = inhibition above about 28%
LYPLA1 counter – counter-screen for PME1 inhibitors: inhibitors of human LYPLA1; O75608; recombinant LYPLA1, FP-Rh probe fluorescence polarization; inhibition, % at 5.9 µM; 0.16% of 320,000 active;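 active = inhibition above the mean of all tested compounds plus 3 SD, set per campaign, cut at about 14% in these data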;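 also: inhibitors block serine hydrolase probe labeling of LYPLA1 so polarization falls; 0% = enzyme with DMSO and 100% = wells lacking LYPLA1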
PAFAH1B2 inh – blocks human PAF acetylhydrolase 1b catalytic subunit 2; P68402; recombinant PAFAH1B2, FP-rhodamine activity probe, fluorescence polarization; inhibition, % at 3.39 µM; 1.2% of 340,000 active; AID 492953;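 active = inhibition above the mean of all tested compounds plus 3 SD, cut at about 24% in these data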;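 also: 0% = enzyme with DMSO and 100% = wells lacking PAFAH1B2; many of its hits are not listed in these tables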
Target sequence (P68402 whole entry, looked up): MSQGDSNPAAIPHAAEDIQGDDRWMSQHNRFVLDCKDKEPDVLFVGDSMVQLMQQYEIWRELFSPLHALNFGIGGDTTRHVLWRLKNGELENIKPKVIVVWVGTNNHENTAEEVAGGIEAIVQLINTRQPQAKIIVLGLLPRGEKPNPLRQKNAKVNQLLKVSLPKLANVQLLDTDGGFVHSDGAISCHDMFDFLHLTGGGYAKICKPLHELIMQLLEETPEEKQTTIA
LYPLA2 counter – blocks human lysophospholipase 2, a PME1 counter-screen. O95372. 0.38% of 320,000 active. recombinant LYPLA2, FP-Rh probe fluorescence polarization. inhibition, % at 5.9 µM. AID 2177;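 active = inhibition above the screen-wide mean plus 3 SD, limit set per campaign, cut at about 26% in these data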;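 also: 0% = LYPLA2 with DMSO and 100% = wells lacking LYPLA2 enzyme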
Target sequence (O95372 whole entry, looked up): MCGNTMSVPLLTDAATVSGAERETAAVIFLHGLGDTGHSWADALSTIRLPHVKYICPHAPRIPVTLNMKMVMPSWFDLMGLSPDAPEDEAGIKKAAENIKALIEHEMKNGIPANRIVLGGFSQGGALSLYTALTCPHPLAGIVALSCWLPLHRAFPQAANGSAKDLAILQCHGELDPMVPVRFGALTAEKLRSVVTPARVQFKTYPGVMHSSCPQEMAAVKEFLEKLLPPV
* = called active by the depositor; . = no result given.

SMILES | ZTA DNA inh | PAFAH1B3 inh | PREPL inh | pPAFAH inh | PAFAH2 inh | EBNA-1 inh | LYPLA1 counter | PAFAH1B2 inh | LYPLA2 counter
Cc1c(Cl)cccc1N=C(N)N=C(N)N | -5 | -4 | -3 | -4 | -1 | -7 | -5 | 4 | -11
CN(C)c1ccc(-n2cccc2/C=N/n2cnnc2)cc1 | -2 | 7 | 1 | 6 | -2 | -11 | 1 | -3 | 3
O=C(c1cc(-c2ccncc2)nc2ccccc12)N1CCN(c2ccccn2)CC1 | 13 | -4 | 1 | -3 | 4 | 14 | -4 | 4 | 2
O=C(NCc1ccc(N2CCCC2=O)cc1)c1ccc(F)cc1 | 7 | -1 | 7 | 2 | 3 | -3 | 1 | 0 | -3
NC(=O)c1ccccc1NC(=O)CSc1nc2ccccc2c(=O)[nH]1 | 8 | 12 | -2 | -2 | -3 | 5 | 3 | 6 | 1
O=C(c1ccc2[nH]c(=O)c(=O)[nH]c2c1)N1CCc2ccccc21 | -5 | 4 | 9 | 5 | 0 | 6 | -3 | 3 | 4
CCSc1nsc(NC(=O)Nc2ccc(F)cc2F)n1 | -5 | -2 | 10 | -8 | 6 | -2 | -4 | 6 | -2
O=C(COC(=O)c1ccc(F)cc1)NCC1CCCCC1 | . | 3 | 5 | 7 | 77* | . | . | 1 | .
CCN(C(=O)/C=C/c1ccc(OC)cc1)C1CCS(=O)(=O)C1 (stereo unspecified) | 1 | 0 | 4 | 2 | 8 | -3 | 0 | 3 | -2
CC(C)Cn1c(CCNC(=O)c2ccco2)nc2ccccc21 | 2 | 8 | 5 | -8 | -1 | 5 | -1 | 4 | 3
C/C=C/c1ccc(OCCOc2ccc(C=O)cc2)c(OC)c1 | 0 | -2 | 16 | 4 | 5 | -10 | 1 | 2 | 8
Nc1nnnn1/N=C/c1cc(Cl)ccc1O | -2 | 11 | 3 | 2 | 0 | -11 | 1 | 3 | -3
CC(C)c1ccc(C(C)NCCS(=O)(=O)c2ccc(Cl)cc2)cc1 (stereo unspecified) | 2 | 6 | 3 | 1 | 5 | -2 | 2 | 34* | 5
CC(C)(C)C(=O)NC1CC2CCCC(C1)N2C(=O)Nc1ccccc1F (stereo unspecified) | -8 | 1 | 11 | 0 | 4 | -8 | -1 | 8 | 2
O=C(/C=C/c1ccc(F)cc1)NCc1cccs1 | -4 | 2 | -5 | 3 | 2 | -7 | -1 | 3 | 2
O=C(c1ccc(N2CCCCC2)c([N+](=O)[O-])c1)N1CCN(c2ccccn2)CC1 | -4 | 4 | 3 | 22 | 2 | -11 | -2 | 3 | 6
O=Cc1cc2cc3c(cc2nc1Cl)OCCO3 | -2 | . | 10 | 2 | . | 7 | -1 | . | 2
COCCn1cnc2c1c(=O)n(CC(=O)NN)c(=O)n2Cc1ccccc1 | 6 | 4 | 17 | 2 | 1 | 3 | 0 | 0 | 7
CC(C)(C)n1cnnc1Sc1ncccc1[N+](=O)[O-] | -3 | 2 | 6 | 3 | -2 | -4 | -3 | 5 | -8
O=C(Cn1c(=O)oc2cc(S(=O)(=O)N3CCCC3)ccc21)N1CCN(C2CCCCC2)CC1 | -1 | 4 | 2 | -4 | 3 | -3 | 0 | 7 | 1
C=CCNC(=O)c1ccc(CN2CCC(Cc3ccccc3)CC2)cc1 | 3 | 6 | -12 | -5 | -6 | -10 | 1 | -1 | 2
COc1ccc(Cc2nc3ccc(C(=O)N4CCOCC4)cc3o2)cc1 | -2 | -1 | 18 | 5 | -1 | 7 | 1 | 9 | 1
CC1(C)Cc2c(c(-c3ccccc3)nc3sc4c(=O)[nH]c(=S)[nH]c4c23)CO1 | -2 | . | -9 | 8 | . | -9 | 1 | . | 0
CCOC(=O)N1CCN(C(=S)Nc2cccc(C)c2C)CC1 | 3 | 9 | 15 | 1 | -8 | 4 | -2 | -1 | 5
CCOC(=O)C1=C(C)C2C3C(=O)N(c4cc(C)ccc4C)C(=O)C3C1(C)C1C(=O)N(c3cc(C)ccc3C)C(=O)C21 (stereo unspecified) | -13 | -1 | -1 | -2 | -6 | -10 | -2 | -8 | -9
More results follow:
SMILES | ZTA DNA inh | PAFAH1B3 inh | PREPL inh | pPAFAH inh | PAFAH2 inh | EBNA-1 inh | LYPLA1 counter | PAFAH1B2 inh | LYPLA2 counter
CCOc1ccc(-c2csc(NC(=O)c3cccc(N4C(=O)CCC4=O)c3)n2)cc1 | 19 | -4 | -6 | 1 | -10 | -2 | -4 | -5 | -3
CCOC(=O)c1cc(NC(=O)CSc2nnc(CN3CCOCC3)n2C)ccc1Cl | 12 | 4 | -5 | 2 | -4 | 11 | -3 | -8 | 1
O=S1(=O)c2ccccc2C(CCO)N1Cc1ccccc1 (stereo unspecified) | -5 | -4 | -6 | 8 | 3 | -3 | 1 | 3 | -1
O=C(NCCCN1CCOCC1)c1cc(S(=O)(=O)N2CCOCC2)ccc1Cl | . | -3 | 9 | 1 | 1 | . | . | 2 | .
Cc1nn(-c2ccc(F)cc2)c2sc(C(=O)N3CCCCCC3)cc12 | -12 | 5 | -2 | 4 | 0 | 3 | 6 | 0 | 4
COc1ccc(N2C(=O)CSC2c2ccc(F)cc2)cc1 (stereo unspecified) | 12 | 8 | 13 | -2 | 3 | -10 | -2 | 20 | 0
O=C(C1=C(O)C(=O)N(Cc2ccccc2)C1c1ccco1)c1ccco1 (stereo unspecified) | 1 | 3 | 3 | 1 | 0 | 6 | 1 | 1 | 4
Cn1c(NCc2cccnc2)nc2c1c(=O)n(Cc1ccccc1F)c(=O)n2C | -17 | 12 | 3 | 2 | 1 | 4 | 6 | 7 | 6
COc1ccccc1N1CCN(C(=O)Cn2nc(C(F)(F)F)c3c2CCC3)CC1 | 17 | 3 | 15 | -1 | 10 | -3 | -2 | 1 | -6
COC(=O)c1c(NC(=O)c2ccco2)sc2c1CCC2 | -5 | 7 | 0 | 4 | 4 | -15 | 2 | 1 | -1
Cc1cc(C(=O)N2CCCC(CCC(=O)N3CCN(c4ccccn4)CC3)C2)c(C)o1 (stereo unspecified) | -20 | 6 | 3 | 7 | 8 | 0 | 0 | 1 | 6
Cc1cc(NS(=O)(=O)c2ccc(NC(=O)c3cc(-c4cccnc4)nc4ccc(Cl)cc34)cc2)no1 | -17 | 4 | 12 | 1 | -1 | 5 | -3 | 1 | -8
O=C(CC1N=C2c3ccccc3N=C(SCc3ccc(F)cc3)N2C1=O)NCc1ccco1 (stereo unspecified) | -9 | 3 | 12 | 12 | -4 | 8 | 1 | -5 | -1
CCC(=O)Nc1nc(-c2cc([N+](=O)[O-])cs2)cs1 | -12 | 2 | 10 | 2 | 8 | 7 | 0 | 2 | 10
Cc1cc(C)nc(SCC(=O)Nc2ncc(Cc3cccc(Cl)c3Cl)s2)n1 | -8 | -1 | -1 | -2 | 1 | -5 | 4 | 0 | -5
CCCCc1nc(Cl)c(C#N)c2c1CSC(C)(C)C2 | 21 | -1 | 13 | 2 | -9 | 5 | 2 | -1 | -1
CCN(CCNC(=O)C1CCN(S(=O)(=O)c2cccc3cccnc23)CC1)c1ccccc1 | -1 | 0 | 1 | 4 | 11 | 1 | 2 | 6 | 1
CC(C)(C)NC(=O)CN(Cc1cccs1)C(=O)CNS(=O)(=O)c1ccc(F)cc1 | 2 | -2 | 7 | 2 | 6 | 2 | -2 | 7 | -2
COc1cc(CCC(=O)Nc2nnc(C)s2)cc(OC)c1OC | 8 | -4 | -11 | -5 | -3 | -4 | -2 | 1 | -1
O=C(C1CCN(Cc2cccs2)CC1)N1CCN(Cc2ccc3c(c2)OCO3)CC1 | 14 | 3 | 18 | -5 | 7 | 15 | 1 | 3 | -4
O=C(CN1C(=O)NC(c2ccccc2)(c2ccccc2)C1=O)NCCc1ccc(F)cc1 | . | 4 | -2 | 3 | -2 | . | . | 4 | .
O=C(c1cnc2n(c1=O)CCS2)N1CCN(c2ccc([N+](=O)[O-])cc2)CC1 | 11 | -1 | 4 | 6 | 4 | 10 | 2 | 4 | 6
O=C(COC(=O)c1ccc[nH]c1=O)NCC1CCCO1 (stereo unspecified) | -3 | 6 | -2 | 8 | 2 | 5 | -2 | 3 | 4
COc1cccc(NC(=O)Nc2nccc(C)n2)c1 | 8 | 9 | -3 | 5 | 2 | 8 | 0 | 3 | -1
C#CCOCCOCCOCCNc1nc(N2CCN(C(=O)[C@H](CCCCN)n3cc([C@@H](N)CO)nn3)CC2)nc(N2CCN(C(=O)[C@H](Cc3cc4ccccc4[nH]3)n3cc([C@@H](N)CC(C)C)nn3)CC2)n1 | -1 | . | 52* | -2 | . | 10 | 0 | . | 3
Later entries
SMILES | ZTA DNA inh | PAFAH1B3 inh | PREPL inh | pPAFAH inh | PAFAH2 inh | EBNA-1 inh | LYPLA1 counter | PAFAH1B2 inh | LYPLA2 counter
Cn1ccc(NC(=O)Nc2cccc(C(F)(F)F)c2)n1 | -5 | -3 | -4 | 2 | 3 | -1 | -1 | 3 | 2
CSC1=NNC(c2ccc(C(C)(C)C)cc2)=NN1 | -1 | 1 | -1 | 0 | 3 | 0 | 1 | 6 | -4
CCOc1ccc(Br)cc1C1=CC(=O)C[C@H](c2ccc(OC)cc2)C1 | 0 | -7 | 11 | 3 | -2 | . | 0 | 2 | 0
Cc1cc(C(=O)NC(C)CCC(C)C)c2ccccc2n1 (stereo unspecified) | -2 | 3 | -3 | 0 | 8 | 2 | 1 | 1 | -2
CN(C)N=Nc1ccc(S(=O)(=O)N2CCSC2C(=O)O)cc1 (stereo unspecified) | 6 | 0 | 9 | 2 | -5 | 9 | -2 | 0 | 4
CCN(C(=O)COC(=O)c1cccs1)c1c(N)n(Cc2ccccc2)c(=O)[nH]c1=O | 10 | 1 | 13 | -3 | -5 | -6 | -2 | 0 | 1
CCOC(=O)C1(Cc2cccc(F)c2)CCN(CC2CC2)CC1 | 8 | -2 | 8 | -6 | 17 | 3 | 1 | 6 | 5
CC(=O)Nc1c2c(nn1-c1ccc(C)cc1)CS(=O)(=O)C2 | 2 | -1 | 18 | -5 | -5 | -4 | -1 | 6 | -1
Cc1nc(Nc2ccc3c(c2)OCCO3)c2c(C)c(C)sc2n1 | 12 | 1 | 20 | 12 | 0 | 7 | -1 | -3 | -5
C/C(CC(=O)Nc1ccccn1)=N\NC(=O)c1cccc(C)c1 | 18 | 7 | -1 | 4 | -1 | -1 | -2 | -1 | -2
Cc1ccc(C(=O)c2oc3ccc(Cl)cc3c2NC(=O)CN2CCN(C)CC2)cc1 | 11 | 6 | 13 | 1 | 0 | 15 | -2 | 8 | -7
CCOc1cc(C2C(C(=O)c3ccccc3)=C(C(=O)OC)Nc3nnnn32)ccc1O (stereo unspecified) | -7 | 8 | -16 | -2 | 0 | -8 | 3 | 3 | 8

Laid out differently: entries from further up
smiles	ZTA DNA inh	PAFAH1B3 inh	PREPL inh	pPAFAH inh	PAFAH2 inh	EBNA-1 inh	LYPLA1 counter	PAFAH1B2 inh	LYPLA2 counter
Cc1cc(C(=O)NC(C)CCC(C)C)c2ccccc2n1 (stereo unspecified)	-2	3	-3	0	8	2	1	1	-2
CN(C)N=Nc1ccc(S(=O)(=O)N2CCSC2C(=O)O)cc1 (stereo unspecified)	6	0	9	2	-5	9	-2	0	4
CCN(C(=O)COC(=O)c1cccs1)c1c(N)n(Cc2ccccc2)c(=O)[nH]c1=O	10	1	13	-3	-5	-6	-2	0	1
CCOC(=O)C1(Cc2cccc(F)c2)CCN(CC2CC2)CC1	8	-2	8	-6	17	3	1	6	5
CC(=O)Nc1c2c(nn1-c1ccc(C)cc1)CS(=O)(=O)C2	2	-1	18	-5	-5	-4	-1	6	-1
Cc1nc(Nc2ccc3c(c2)OCCO3)c2c(C)c(C)sc2n1	12	1	20	12	0	7	-1	-3	-5

Not all compounds are listed. The share of hits here may be higher or lower than overall.
